Screening results from PubChem.
FEN1 inh – human FEN1 inhibition. P39748. Recombinant FEN1 flap cleavage, fluorescence, 15 min. Potency, µM (highest dose often 114 µM), without a hit: at the top dose activity change, negative = inhibition, usual class: inhibitors. 0.35% of 390,000 active. AID 588795; note: nearly all actives have a fitted effect of over 65% in size
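Read-out was taken twice, immediately and after 15 min, following addition of 50 nM substrate to 10 nM FEN1 that had sat with test compound for 15 min at room temperature. Curves came from a four-parameter Hill model.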
TDP1 cell CPT – growth inhibition of DT40 Tdp1-/-;hTDP1 cells with camptothecin (screen for TDP1 inhibitors) | chicken DT40 Tdp1-/-;hTDP1 cells + 20 nM CPT, ATP luminescence, 48 h | Potency, µM (highest dose often 46.2 µM), for the others: top-dose activity change, negative = growth inhibition, hits mostly inhibitors | 12% of 420,000 active; note: nearly all actives have a fitted effect of over 55% in size
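Cell growth measured by CellTiter-Glo luminescence after a minimum 48 h, 37 C compound exposure with 20 nM CPT in Tdp1-knockout DT40 cells stably expressing hTDP1, seeded 400/well; qHTS titration format.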
GCN5L2 inh – inhibitors of human GCN5L2 histone acetyltransferase; Q92830; GCN5L2 HAT assay, ThioGlo1 CoA-SH fluorescence; Potency, µM (series often up to 58.9 µM), inactives show top-dose activity change, negative = inhibition, most hits filed as inhibitors; 0.21% of 390,000 active
Target sequence (Q92830 whole entry, looked up): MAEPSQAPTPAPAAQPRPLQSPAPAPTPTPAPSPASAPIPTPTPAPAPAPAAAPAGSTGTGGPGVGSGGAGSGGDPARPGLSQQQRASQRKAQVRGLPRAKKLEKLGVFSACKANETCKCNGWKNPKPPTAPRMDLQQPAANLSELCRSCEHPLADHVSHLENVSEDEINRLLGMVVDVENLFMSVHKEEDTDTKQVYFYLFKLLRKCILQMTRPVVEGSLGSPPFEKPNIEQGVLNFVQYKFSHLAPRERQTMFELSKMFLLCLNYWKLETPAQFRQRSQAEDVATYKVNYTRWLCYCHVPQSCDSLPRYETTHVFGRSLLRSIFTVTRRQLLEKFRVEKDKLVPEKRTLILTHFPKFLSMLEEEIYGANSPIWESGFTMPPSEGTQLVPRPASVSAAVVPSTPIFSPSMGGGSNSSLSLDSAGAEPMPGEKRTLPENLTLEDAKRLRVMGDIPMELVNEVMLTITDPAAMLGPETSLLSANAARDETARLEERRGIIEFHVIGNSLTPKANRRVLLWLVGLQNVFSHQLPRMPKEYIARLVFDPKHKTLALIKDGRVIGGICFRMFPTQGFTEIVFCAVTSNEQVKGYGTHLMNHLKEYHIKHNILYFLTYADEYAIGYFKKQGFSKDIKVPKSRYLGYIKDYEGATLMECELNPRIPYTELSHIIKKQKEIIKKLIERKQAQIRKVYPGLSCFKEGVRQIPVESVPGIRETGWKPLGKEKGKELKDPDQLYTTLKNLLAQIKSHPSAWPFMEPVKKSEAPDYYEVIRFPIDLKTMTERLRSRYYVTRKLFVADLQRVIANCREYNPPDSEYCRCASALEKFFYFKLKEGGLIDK
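GCN5L2 (20nM final) in 50mM HEPES, 0.1mM EDTA pH 7.5, 0.01% Tween-20 was preincubated 15 min at room temperature with compound, then given ThioGlo1 (50uM), H3(1-25) peptide (75uM) and acetyl-CoA (70uM); CoA-thiol fluorescence (Ex340/Em540) was read at 0 and 20 min.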
* = called active by the depositor; ? = inconclusive; . = no result given. Calls come from the whole dose curve; as a rule, active = well fitted curve in the direction sought with a large enough effect; inconclusive = small, poorly fitted or top-dose-only effect, or another doubt; inactive = no such curve, though single readings can be large; an effect the other way counts as inactive or inconclusive. % is set by controls: 0 for no effect and ±100 for the full control effect; potency is the fitted concentration of half-maximal effect.

mol | FEN1 inh | TDP1 cell CPT | GCN5L2 inh
O=C(NCC(c1ccco1)N1CCN(c2ccc(F)cc2)CC1)C(=O)NC1CC1 (configuration not stated) | -2% | -27% | 3%
CC(=O)N(C)/C=C1\Sc2ccccc2C1=O | -2% | -7% | ?
CCOC(=O)c1c(S(=O)(=O)NCC(=O)Nc2ccc(C)c(Cl)c2)c(C)n(C)c1C | -16% | 4% | 2%
CCOC(=O)CNC(=O)CSc1nnc(-c2ccccc2)n1Cc1ccco1 | 1% | -14% | -16%
COc1cc(OC)cc(C(=O)NC(=S)Nc2cccnc2)c1 | -1% | -1% | 5%
Cc1ccc(-c2nc(CS(=O)CC(=O)O)c(C)o2)cc1 (configuration not stated) | -2% | ? | -5%
CC(C)(C)c1cc(C(=O)NNC(=O)c2ccc(Cl)cc2)no1 | 1% | 16% | -1%
O=C(COC(=O)CC1CCCCC1)Nc1c(Cl)cccc1Cl | -4% | 13% | -5%
COc1ccc2c(c1)OC[C@H]1[C@@H]2N2C(=O)[C@@H](C)NC(=O)[C@@]2(C)[C@H]1c1ccccc1 | -1% | 8% | 0%
O=C(Nc1nc(-c2ccccn2)cs1)c1cc(Cl)ccc1[N+](=O)[O-] | -3% | 0.82µM* | -18%
Nc1nc(NCc2ccc(Cl)cc2)c2[nH]cnc2n1 | -13% | ? | .
CC(=O)Nc1ccc(OS(=O)(=O)c2ccccc2C)cc1 | 1% | -1% | 0%

Carrying on.
mol | FEN1 inh | TDP1 cell CPT | GCN5L2 inh
Cc1ccccc1NC(=S)NCCc1ccccn1 | 1% | 9% | -1%
CCCCC(=O)N1CCc2cc(OC)c(OC)cc2C1COc1ccc(OC)cc1 (configuration not stated) | -23% | 16µM* | 2%
Cc1csc(Nc2nc(N)c(C(=O)Nc3ccccc3)o2)n1 | 10% | -6% | -11%
Cc1ccc(COc2ccc(S(=O)(=O)N3CCCC3)cc2C(N)=O)cc1 | -5% | 1% | -3%
CC(NCC(=O)Nc1cc(S(=O)(=O)N2CCCCCC2)ccc1Cl)c1ccccc1 (configuration not stated) | 9% | 18µM* | -6%
O=C(Nc1ccccc1)Nc1ccc(Br)cc1F | 0% | 15µM* | -2%
COC(=O)CC1C(=O)NCCN1C(=O)OC(C)(C)C (configuration not stated) | -6% | 5% | 1%
COc1ccc2c(C)c(CCC(=O)NC3CC3)c(=O)oc2c1 | -1% | -6% | 10%
Cc1ccc(S(=O)(=O)N/N=C2\C(=O)C3(C)CCC2C3(C)C)cc1 (configuration not stated) | -8% | 4% | -4%
CC(C)CC(NC(N)=O)C(=O)OCC(=O)N(Cc1ccccc1)Cc1ccccc1 (configuration not stated) | -9% | 5% | -10%
CCOc1cccc(N(C(=O)Cc2cccs2)C(C(=O)NC2CCCCC2)c2cccn2C)c1 (configuration not stated) | -1% | 16µM* | -5%
COc1ccc(S(=O)(=O)N2CCN(C)CC2)cc1NC(=O)c1ccccc1C | 0% | -22% | -5%

Next structures.
mol | FEN1 inh | TDP1 cell CPT | GCN5L2 inh
C=C1C=C(C(F)F)n2ncc(C(=O)N3CCCCC3)c2N1 | 12% | -10% | .
COc1ccc(NC(=O)c2cncc(Br)c2)cc1S(=O)(=O)N1CCCCC1 | 3% | ? | -4%
Cc1ccc([N+](=O)[O-])cc1NC(=O)c1ccc(-c2ccccc2)cc1 | -2% | 0% | 2%
Cc1cccc(-c2nc3c(c(SCC(=O)N4CCOCC4)n2)Cc2c(CO)cnc(C)c2O3)c1 | -8% | ? | -28%
Cc1ccc(-c2c(C(=O)N3CCN(c4cccc(C)c4)C(C)C3)oc(=O)c3ccccc23)cc1 (configuration not stated) | -12% | 15µM* | -6%
Cc1csc(=O)n1CC(=O)OCC(=O)NNC(=O)c1ccc(Cl)cc1 | -8% | 20% | -1%
Cc1nn(CCOc2ccc(Br)cc2)c(C)c1[N+](=O)[O-] | -14% | 7% | -3%
COc1cccc(CNc2nc3ccc(NC(C)=O)cc3s2)c1 | 5% | -9% | .
CC(NS(=O)(=O)c1ccc2c(c1)c(=O)n(C)c(=O)n2C)C(=O)NC1CCCCC1 (configuration not stated) | 11% | -5% | -5%
CCC(C)(C)NC(=O)c1cc(S(=O)(=O)N2CCCCC2)ccc1N1CCOCC1 | -14% | -2% | -7%
CCCN(C(=O)C1CC(=O)N(c2ccccc2C(C)CC)C1)C1CCS(=O)(=O)C1 (configuration not stated) | 2% | -8% | 0%
COC(=O)c1cc(C#N)c(Oc2ccccc2OC)nc1C | 15% | -4% | -7%

Rewritten field by field: entries from further up
Cc1ccc([N+](=O)[O-])cc1NC(=O)c1ccc(-c2ccccc2)cc1
  FEN1 inh = -2%
  TDP1 cell CPT = 0%
  GCN5L2 inh = 2%
CCCN(C(=O)C1CC(=O)N(c2ccccc2C(C)CC)C1)C1CCS(=O)(=O)C1 (configuration not stated)
  FEN1 inh = 2%
  TDP1 cell CPT = -8%
  GCN5L2 inh = 0%

Among those listed so far, these have fluorine:
mol | FEN1 inh | TDP1 cell CPT | GCN5L2 inh
O=C(NCC(c1ccco1)N1CCN(c2ccc(F)cc2)CC1)C(=O)NC1CC1 (configuration not stated) | -2% | -27% | 3%
O=C(Nc1ccccc1)Nc1ccc(Br)cc1F | 0% | 15µM* | -2%
C=C1C=C(C(F)F)n2ncc(C(=O)N3CCCCC3)c2N1 | 12% | -10% | .

Returning to the listing, repeating the 7 entries before the break.
mol | FEN1 inh | TDP1 cell CPT | GCN5L2 inh
Cc1csc(=O)n1CC(=O)OCC(=O)NNC(=O)c1ccc(Cl)cc1 | -8% | 20% | -1%
Cc1nn(CCOc2ccc(Br)cc2)c(C)c1[N+](=O)[O-] | -14% | 7% | -3%
COc1cccc(CNc2nc3ccc(NC(C)=O)cc3s2)c1 | 5% | -9% | .
CC(NS(=O)(=O)c1ccc2c(c1)c(=O)n(C)c(=O)n2C)C(=O)NC1CCCCC1 (configuration not stated) | 11% | -5% | -5%
CCC(C)(C)NC(=O)c1cc(S(=O)(=O)N2CCCCC2)ccc1N1CCOCC1 | -14% | -2% | -7%
CCCN(C(=O)C1CC(=O)N(c2ccccc2C(C)CC)C1)C1CCS(=O)(=O)C1 (configuration not stated) | 2% | -8% | 0%
COC(=O)c1cc(C#N)c(Oc2ccccc2OC)nc1C | 15% | -4% | -7%
O=C(CCc1ccccc1)NNC(=O)c1ccc(Br)cc1 | 10% | 25% | 8%
CCc1ccccc1NC(=O)Cn1nnc(C(=O)Nc2ccc(OC)c(OC)c2)c1N | 12% | -3% | 0%
CCc1nc2ccc(C(=O)NCCCN3CCN(c4ccc(F)cc4)CC3)cc2nc1CC | 0% | ? | 2%
Cc1c(C(=O)Nc2cccc(-c3nnc4n3CCCCC4)c2)oc2ccccc12 | 10% | 15µM* | -24%
COc1ccc2c(c1)C(=C(C#N)C#N)C(=O)N2CCc1ccccc1 | -30% | 3.7µM* | -9%
O=C(O)CCCCCCCCCCP(=O)(c1ccccc1)c1ccccc1 | -2% | 5% | -1%
Cn1c(N)c(C(=O)CSc2nnc(Cc3cccs3)n2C2CC2)c(=O)n(C)c1=O | -3% | -12% | 0%
COC(=O)NCC(c1ccco1)N1CCN(c2ccc(F)cc2)CC1 (configuration not stated) | -2% | 6% | -9%
CCN(CC)S(=O)(=O)c1ccc(F)c(C(=O)NCCC(C)C)c1 | 3% | ? | -5%
CCOC(=O)C1(CCCc2ccccc2)CCN(C(=O)CN2C(=O)CSC2=O)CC1 | 6% | ? | -8%
Cc1c(NC(=O)c2cc3c(s2)CCCC3)c(=O)n(-c2ccccc2)n1C | -5% | 4% | 0%
Cc1ccc(-c2nnn(C(C)C(=O)N3c4ccccc4CCc4ccccc43)n2)cc1 (configuration not stated) | 8% | ? | -8%

Carrying on.
mol | FEN1 inh | TDP1 cell CPT | GCN5L2 inh
COc1ccc(NC(=O)CC2SC(N3CCOCC3)=NC2=O)cc1OC (configuration not stated) | -3% | 3% | -1%
C=CCn1c(SCC(=O)c2c(N)n(C3CC3)c(=O)[nH]c2=O)nnc1-c1ccc(OC)cc1 | -2% | -9% | -7%
CN(C)c1ccc(/C=C/c2sc3ccccc3[n+]2Cc2ccccc2)cc1 | ? | 0.11µM* | .
CCc1ccccc1NC(=O)COc1ccc2c(=O)c(Oc3cc(C)ccc3C)coc2c1 | -1% | 18µM* | -2%
Cc1ccccc1-c1nc(CS(=O)(=O)CC(=O)N2CCN(C)CC2)c(C)o1 | -5% | -5% | -1%
CC1c2ccsc2CCN1S(=O)(=O)c1ccccc1 (configuration not stated) | 5% | -18% | 2%
CCOc1c(O)ccc(C2NC(=O)N(C)C(C)=C2C(=O)OC)c1[N+](=O)[O-] (configuration not stated) | -7% | 3% | -7%
CN(C)CCCN1C(=O)C2CCc3[nH]c4ccccc4c3C2C1=O (configuration not stated) | 4% | 3% | ?
CC(C)Cc1ccc(CN2CCCC(NC(=O)c3nn(C)c(=O)c4ccccc34)C2)cc1 (configuration not stated) | -14% | ? | -21%
CC(C)C(=O)Nc1cc(C(F)(F)F)ccc1N1CCOCC1 | -14% | -25% | 0%
COC(=O)c1ccc(S(=O)(=O)N2CCCN(Cc3ccc(F)cc3)CC2)n1C | -21% | ? | -2%
Cc1cccc(NC(=O)c2ccc(NS(=O)(=O)c3cccc4cccnc34)cc2)c1 | 5% | -6% | .

Carrying on:
mol | FEN1 inh | TDP1 cell CPT | GCN5L2 inh
N#C/C(=C\c1c(N2CCCCC2)nc2ccccn2c1=O)S(=O)(=O)c1ccccc1 | -9% | 3% | -8%
CCCC(=O)Nc1cc(-c2nn(C)c(=O)c3ccccc23)ccc1N1CCOCC1 | 3% | -10% | -3%
Cc1c(/C(O)=C2/C(=O)C(=O)N(CCN3CCOCC3)C2c2ccccn2)cnn1-c1ccccc1 (configuration not stated) | 20% | 10% | -9%
ClC(Cl)(c1nnnn1-c1ccccc1)c1nnnn1-c1ccccc1 | 50µM* | 1.3µM* | 22µM*
CCOc1cc(NC(=S)Nc2cccc(C)c2)c(OCC)cc1NC(=O)CC(C)C | -16% | ? | 1%
CCCCSCCCNC(=O)CN1C(=O)COc2ccc(S(=O)(=O)N3CCC(C)CC3)cc21 | 2% | . | -3%
CC(C)NC(=O)N(C)C[C@H]1Oc2ccc(NC(=O)C3CC3)cc2C(=O)N([C@H](C)CO)C[C@@H]1C | -1% | ? | -3%
O=C(O)c1cccc(-n2cccc2/C=C2\NC(=O)N(Cc3ccc(F)cc3)C2=O)c1 | ? | ? | -10%
O=C1c2ccncc2C(=O)N1CNc1ccc(Cl)cc1 | -10% | 3% | -3%
CC(C)N(Cc1nc(-c2ccc3c(c2)OCO3)no1)CC1CCC(=O)N1 (configuration not stated) | -2% | -29% | 0%
CN1CCN(c2ccc(NC(=O)c3ccc(-c4ccc(Cl)cc4)o3)cc2)CC1 | -16% | 16µM* | -7%
Cc1ccc(C)c(Nc2ncnc3c2cnn3-c2ccc(F)cc2)c1 | 3% | ? | -5%
CCOC(=O)C1CN(S(=O)(=O)c2ccc(C)cc2)C1 | -3% | -5% | 0%
CCOC(=O)C1CCN(C(=O)c2ccccc2NS(=O)(=O)c2ccc(F)c(F)c2)CC1 | 0% | -27% | 0%

These rows are one share of the data; rates above refer to the full screens.
